# Screening data from PubChem BioAssay.
# APEX1 inh: inhibitors of human APE1 endonuclease; Potency, µM (series often up to 65.8 µM), for the others: at the highest dose activity change, negative = inhibition, actives largely listed as inhibitors; P27695; recombinant APE1, TAMRA/BHQ-2 abasic DNA cleavage fluorescence; AID 2517; actives 0.35% (n = 350,000);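 note: plate controls were vehicle for no effect and reference inhibitor for full effect; nearly all actives have a fitted effect of over 55% in size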
# Target sequence (P27695 whole entry, looked up): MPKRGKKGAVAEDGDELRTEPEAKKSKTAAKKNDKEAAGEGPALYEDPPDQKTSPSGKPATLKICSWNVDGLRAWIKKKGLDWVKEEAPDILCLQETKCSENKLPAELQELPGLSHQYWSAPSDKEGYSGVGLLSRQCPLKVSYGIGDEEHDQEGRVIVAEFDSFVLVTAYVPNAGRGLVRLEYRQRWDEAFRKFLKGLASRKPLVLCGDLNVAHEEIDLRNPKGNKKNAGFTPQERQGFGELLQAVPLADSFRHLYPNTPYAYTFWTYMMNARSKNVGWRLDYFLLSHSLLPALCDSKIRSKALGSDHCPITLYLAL
#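 Compound pre-exposure to 0.75 nM APE1, 15 min at ambient temperature. Reaction initiated with 50 nM TAMRA/BHQ-2 THF substrate, read immediately in kinetic mode, 525 nm excitation, 598 nm emission.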
# Apoferritin bind: binds horse apoferritin like a general anesthetic | P02791 | apoferritin/1-aminoanthracene competitive binding, fluorescence | Potency, µM (doses to about 77.5 µM), for the others: top-dose activity change, negative = displacement, actives largely listed as inhibitors | actives 0.074% (n = 350,000); note: nearly all actives have a fitted effect of over 20% in size
# Target sequence (P02791 2-175 limits assumed): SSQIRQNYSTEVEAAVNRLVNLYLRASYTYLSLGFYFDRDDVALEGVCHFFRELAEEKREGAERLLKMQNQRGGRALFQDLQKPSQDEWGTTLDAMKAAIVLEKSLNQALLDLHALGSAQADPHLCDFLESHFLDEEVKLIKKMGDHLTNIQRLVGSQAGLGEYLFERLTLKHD
#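 10 uM apoferritin + 50% sat. 1-AMA, PBS; cpd 10 min RT; Ex380/Em535 endpoint; normalized to free probe vs complex; 4-param Hill fit; propofol titration as pos. ctrl.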
# Active calls of the source: *; ? = inconclusive; & = joins results of further samples; [ ] = another dose, or the depositor's remark. Calls come from the whole dose curve; as a rule, active = well fitted inhibition curve with a large enough effect; inconclusive = small, poorly fitted or top-dose-only effect; inactive = no such curve, though single readings can be large or run the other way. Unless noted, % is set by controls: 0 for no effect and ±100 for the full control effect; potency is the fitted concentration of half-maximal effect. This is a subset; the hit share may differ from the screen's.
structure | APEX1 inh | Apoferritin bind
CCN1C(=O)[C@@H]2[C@H](C1=O)[C@@H]1C[C@H]3C(=O)N(CC)C(=O)[C@H]3[C@@H]3C1=C(C(=O)N1C(=O)O/C(=N\CC4CC4)[C@]31C)[C@@H]2C | 14.4% | 2.1%
COC(=O)C1CC1C(NC(=O)[C@H]1CCCCN1)c1ccccc1 (some centres undefined) | -0.1% | 0.7%
COc1ccc(OC)c(C2=Nn3c(nnc3-c3cc(OC)ccc3OC)SC2)c1 | 0.8% | -20.0%
CCC1=C(OC(=O)N(CC)CC)N2C(=O)OC(=NCCOC)[C@]2(C)[C@H]2C1=CC[C@H]1C(=O)N(C)C(=O)[C@H]12 | -4.5% | 3.1%
CO[C@@H]1/C=C\CC(=O)N[C@@H](C)C(=O)OC[C@@H](OC)[C@H](C)/C=C\CC(=O)OC[C@H]1C | 30.9%[activator][12.4 µM] | -1.6%[15.3 µM]
Cn1c(=O)n2n(c1=O)[C@H]1[C@H](O)[C@H]3O[C@H]3C(=O)[C@H]1CC2 | 6.2%[12.4 µM] | 7.6%[15.3 µM]
CC1CCC2C(=O)N3CCCC3C(=O)N2C1c1ccc(Br)cc1 (centres undefined) | -7.1%&-7.6%[12.4 µM] | 3.0%&-6.6%[15.3 µM]
COC(=O)C1=C2N(Cc3ccccc3)C(C)=C(C(=O)OC)C(c3ccccc3)N2C(=O)[C@](O)(C(=O)OC)C1 (some centres undefined) | 15.1%&16.7%[12.4 µM] | -5.8%&-7.5%[15.3 µM]
CC(C)=CCC/C(C)=C/CO/N=C1/C[C@@H](O)[C@@H](O)[C@@H]2[C@@H]3C(=O)N(c4cccc(Oc5ccccc5)c4)C(=O)[C@H]3CC[C@H]12 | ? | -14.9%[15.3 µM]
Nc1ccc(S(=O)(=O)Nc2cccc3cccnc23)cc1 | 0.1% | ?
CCOC(=O)N/N=C1/C[C@@H](O)[C@@H](O)[C@@H]2[C@@H]3C(=O)N(Cc4ccc5c(c4)OCO5)C(=O)[C@H]3CC[C@H]12 | 8.0%[12.4 µM] | -1.2%[15.3 µM]
CO[C@@H]1COC(=O)C/C=C\[C@@H](C)COC(=O)[C@H](COCc2ccccc2)NC(=O)C/C=C\[C@H]1C | ? | -14.2%[15.3 µM]
COc1cc(OC)cc(-c2nnc3n2N=C(c2cc(OC)ccc2OC)CS3)c1 | -4.2% | -7.6%
COC(=O)NC(/C(C(=O)OC)=C(\C)NCc1ccccc1)c1ccco1 (centres undefined) | 2.2%[12.4 µM] | -9.0%[15.3 µM]
CCCn1c(C)nc2c(N3CCOCC3)nc(C)nc21 | -1.0% | 3.1%
Cc1nc(NC2CCCCC2)c2nc(-c3ccccc3)n(CCCN(C)C)c2n1 | -4.7% | 5.3%
C=C(C)C(O)/C=C/c1ccc(OC)cc1 (centres undefined) | ? | 2.1%[15.3 µM]
COC(=O)[C@@]1(Cc2ccc(OC)cc2)[C@H]2c3cc(C(=O)N(C)C)n(Cc4cccc5ccccc45)c3C[C@H]2CN1C(=O)c1ccccc1 | -6.1% | 6.9%
Cc1c2c(nc3ccccc13)-c1cccc(=O)n1C2 | -4.4% | 191.2%[activator]
CC1CCC2C(=O)OC(CN=[N+]=[N-])CN2C1c1ccc(Br)cc1 (centres undefined) | 12.8%&-7.9%&-11.0%&13.4%[12.4 µM] | 32.7%&-1.9%&0.7%&7.3%&-10.6%[activator][15.3 µM]
COc1ccc(COC(=O)N/N=C2/C[C@@H](O)[C@@H](O)[C@@H]3[C@@H]4C(=O)N(C5CCCCC5)C(=O)[C@H]4CC[C@H]23)cc1 | ? | 2.5%[15.3 µM]
CC(C)c1ccc2c([Si](C)(C)C)c3c(nc2c1)-c1cccc(=O)n1C3 | 7.5% | 5.9%
CCC1=C2CC[C@H]3C(=O)NC(=O)[C@H]3[C@H]2[C@@]2(C)C(=NCCc3c[nH]c4ccccc34)OC(=O)N2C1=O | -3.0% | 3.2%
COC(=O)C1(C)C=CC2(CCCCC2)N1C(C)=O (centres undefined) | 10.3% | -4.6%
COc1cccc(-c2nnc3n2N=C(c2c(OC)cccc2OC)CS3)c1 | 1.0% | -13.4%
CCN(CC)CCCC(C)n1c(-c2ccccc2)nc2c(NCc3ccccc3)nc(C)nc21 (centres undefined) | ? | -20.2%
CO[C@H]1COC(=O)[C@H](C)NC(=O)C/C=C\[C@@H](C)[C@H](OC)COC(=O)[C@@H](OCc2ccccc2)/C=C\[C@@H]1C | 10.3%[12.4 µM] | -8.1%[15.3 µM]
CO[C@H]1COC(=O)C/C=C\[C@@H](C)[C@H](OC)COC(=O)[C@H]2CCCN2C(=O)C/C=C\[C@@H]1C | -0.7%[12.4 µM] | -6.5%[15.3 µM]
CCCNC(=O)OC[C@H]1O[C@@H](CCO/N=C\[C@@H](NS(=O)(=O)c2ccc(C)cc2)[C@H](C)/C=C\CC(=O)OC)C=C[C@@H]1Oc1ccc(OC)cc1 | 0.6%[12.4 µM] | -5.9%[15.3 µM]
CC(=O)N1C2(C=CC1(C)C(=O)NCc1ccc(C)o1)CCCCC2 (centres undefined) | -4.2% | -15.7%

# Some of the entries above in another layout.
# Sequence of screens: APEX1 inh, Apoferritin bind
COC(=O)C1CC1C(NC(=O)[C@H]1CCCCN1)c1ccccc1 (some centres undefined)
 : -0.1%, 0.7%
COc1ccc(OC)c(C2=Nn3c(nnc3-c3cc(OC)ccc3OC)SC2)c1
 : 0.8%, -20.0%

# Continued:
structure | APEX1 inh | Apoferritin bind
CC(C)(C)N1C(=O)[C@H]2[C@H]3[C@H](O)[C@H](O)C/C(=N/NC(=O)OCc4ccccc4)[C@H]3CC[C@@H]2C1=O | ? | -2.6%[15.3 µM]
COc1cccc([C@H]2Oc3ccc(OC)cc3/C(=N\OC[C@@H](O)[C@@H]3O[C@@H]4OC(C)(C)O[C@@H]4[C@H]3O)[C@@H]2O)c1 | -1.9%[12.4 µM] | -7.4%[15.3 µM]
COC(=O)C/C=C\[C@@H](C)[C@@H](/C=N\O[C@@H](C)c1cc(-c2c(C)cc(C)cc2C)no1)NS(=O)(=O)c1ccc(C)cc1 | -4.2%[12.4 µM] | -16.0%[15.3 µM]
CCN(CC)CCn1c(-c2ccccc2)nc2c(NC3CCCCC3)nc(C)nc21 | ? | -2.5%
COC(=O)C/C=C\[C@@H](C)[C@@H](/C=N\OC[C@@H](O)COCc1ccco1)NS(=O)(=O)c1ccc(C)cc1 | 23.9%[12.4 µM] | 3.6%[15.3 µM]
Cc1nc(N2CCOCC2)c2nc(-c3ccccc3)n(CC3CCN(C)CC3)c2n1 | -5.2% | -3.8%
COC(=O)N1[C@H](C)C=C[C@]1(Cc1ccccc1)C(=O)NCc1ccc(C)o1 | -2.4% | -17.9%
COC(=O)[C@@]1(Cc2ccc(F)cc2)[C@H]2c3cc(C(=O)N(C)C)n(Cc4ccc(O)c(OC)c4)c3C[C@H]2CN1C(=O)c1ccccc1 | -2.0% | -15.9%
CCOC(=O)CCN1C(=O)[C@H]2[C@H]3[C@H](O)[C@H](O)C/C(=N/OCc4ccccc4)[C@H]3CC[C@@H]2C1=O | ? | -7.5%[15.3 µM]
CCCn1c(-c2ccc(F)cc2)nc2c(N3CCN(CCC(=O)OCC)CC3)nc(C)nc21 | -3.1% | -15.4%
CCCn1c(-c2ccc(F)cc2)nc2c(N3CCCN(Cc4ccccc4)CC3)nc(C)nc21 | -5.7% | -5.2%
CC(=O)OCC1OC(C#CCCCc2ccccc2)C=CC1OC(C)=O (centres undefined) | -3.9%&10.7%[12.4 µM] | -7.9%&6.3%[15.3 µM]
C[C@@H](c1ccccc1)N1C(=O)[C@H]2[C@H]3[C@H](O)[C@H](O)C/C(=N/OCc4ccccc4)[C@H]3CC[C@@H]2C1=O | 10.9%[12.4 µM] | -7.5%[15.3 µM]
COC(=O)[C@@H]1CC[C@H](C)[C@@H](c2ccc(C)cc2)N1C(=O)c1ccc(/C=N\O[C@@H](C)c2cn([C@H](CO)Cc3ccccc3)nn2)cc1 | ? | -15.0%&-8.5%[15.3 µM]
CC(C)CO/N=C1/C[C@@H](O)[C@@H](O)[C@@H]2[C@@H]3C(=O)N(c4cccc(Oc5ccccc5)c4)C(=O)[C@H]3CC[C@H]12 | ? | -13.2%[15.3 µM]
CO/N=C\[C@@H](C)[C@H](OCc1ccccc1)C(C)C | 1.2%[12.4 µM] | -5.4%[15.3 µM]
CC12C=C(/C=C/c3ccccc3)C(C)(C1)C(c1ccccc1)CC2=O (centres undefined) | 3.0%[12.4 µM] | 6.1%[15.3 µM]
C#CCCCO/N=C1/[C@H]2O[C@@H]2[C@@H](O)[C@H]2[C@H]1CCn1c(=O)n(-c3ccccc3)c(=O)n12 | -9.3%[12.4 µM] | -13.9%[15.3 µM]
CCCCc1nc2c(c3c1CC(C)OC3)CN(CCC(C)C)CC2 (centres undefined) | 15.5%[12.4 µM] | -8.1%[15.3 µM]
C=C1C=C(Br)C2(OCCCO2)[C@H]2OC12 (some centres undefined) | 25.6%[12.4 µM] | 0.7%[15.3 µM]
CO[C@@H]1COC(=O)[C@H]2CCCN2C(=O)C/C=C\[C@@H](C)[C@H](OC)COC(=O)[C@H]2CCCN2C(=O)C/C=C\[C@H]1C | ? | -3.0%[15.3 µM]
CC1CCC2C(=O)OC(COc3ccc(C(C)(C)C)cc3)CN2C1c1ccc(Br)cc1 (centres undefined) | -6.1%&-9.2%&18.5%&-10.1%[12.4 µM] | -11.3%&-6.3%&-3.3%&-7.9%&-17.3%[15.3 µM]
CCN(CC)CCCn1c(-c2ccccc2)nc2c(N(CCOC)CCOC)nc(C)nc21 | -0.8% | 6.6%
COCCNc1nc(C)nc2c1nc(-c1ccccc1)n2CC1CCN(C)CC1 | ? | -0.3%
CO[C@@H]1/C=C\CC(=O)N[C@@H](C)C(=O)OC[C@H](NS(=O)(=O)c2ccc(C)cc2)[C@H](C)/C=C\CC(=O)OC[C@H]1C | 16.6%[12.4 µM] | 1.4%[15.3 µM]
CCC1=C2CC[C@H]3C(=O)N(CC)C(=O)[C@H]3[C@H]2[C@@]2(Cc3ccccc3)C(=O)N(CC3CC3)C(=O)N2C1=O | 12.8% | -9.4%
Cn1c(=O)n2n(c1=O)[C@H]1[C@H](O)[C@H]3O[C@@H]3/C(=N/OCc3ccccc3)[C@@H]1CC2 | ? | -6.9%[15.3 µM]
C/C(CCN1CCCCc2nc(C)c(C)cc21)=N\OC[C@@H](O)COCc1ccco1 | 27.5%[12.4 µM] | 1.9%[15.3 µM]
C=C(C)C(O)/C=C/CCCCCCC (centres undefined) | -13.4%[12.4 µM] | ?
Cc1nc(N2CCOCC2)c2nc(-c3ccccc3)n(CCN(C)C)c2n1 | -6.8% | -11.8%
CCC/C=C(\CCC)C(NP(=O)(c1ccccc1)c1ccccc1)c1ccc(-c2ccccc2)cc1 (centres undefined) | -2.9% | 32.8%[activator]
COC(=O)[C@H]1C[C@@H]1[C@H](NC(=O)Oc1ccc(F)cc1)c1ccccc1 | 1.4% | -14.8%
CCOC(=O)CCN1C(=O)[C@H]2[C@H]3[C@H](O)[C@H](O)C/C(=N/OCC(C)C)[C@@H]3CC[C@@H]2C1=O | ? | -7.1%[15.3 µM]
C#CCCCO/N=C1/C[C@@H](O)[C@@H](O)[C@@H]2[C@@H]3C(=O)N([C@@H](C)c4ccccc4)C(=O)[C@H]3CC[C@H]12 | -11.1%[12.4 µM] | 7.1%[15.3 µM]
CC1C=CCCOC1c1ccccc1 (centres undefined) | 6.0%[12.4 µM] | -4.0%[15.3 µM]
CCCC[C@@H]1C[C@H]1C(NC(=O)c1cccs1)c1ccc(-c2ccccc2)cc1 (some centres undefined) | -2.7% | 179.2%[activator]
CC(=O)N1CC=CC1(CC(C)C)C(=O)NCC1CC1 (centres undefined) | -2.3% | 5.8%
CCCOc1ccc(Br)cc1-c1cc(-c2ccc(Cl)cc2)[nH]c1-c1ccncc1 | 26.6% | 174.8%[activator]
COC(=O)[C@H](Cc1ccccc1)NC(=O)C/C=C\[C@@H](C)[C@@H](CO)OC | 42.6%[activator][12.4 µM] | -0.9%[15.3 µM]
C[C@@H]1CC[C@H]2C(=O)NC[C@@H](O)CN2[C@@H]1c1ccc(Br)cc1 | -4.6%[12.4 µM] | 7.0%[15.3 µM]
COC(=O)[C@@]1(Cc2ccc(OC)cc2)[C@H]2c3cc(C(=O)N(C)C)n(Cc4ccc(C)c(F)c4F)c3C[C@H]2CN1C(=O)c1ccccc1 | 10.0% | 4.7%
CCC[C@@H]1C[C@@]1(CCC)C(NC(=O)OCc1ccccc1)c1ccc(-c2ccccc2)cc1 (some centres undefined) | -2.9% | 10.9%
C[C@]1(C(=O)NCC2CC2)C=C[C@@H](Cc2ccccc2)N1C(=O)c1ccccc1 | ? | -13.0%
CC(C)=CCC/C(C)=C/CO/N=C1/C[C@@H](O)[C@@H](O)[C@@H]2[C@H]3C(=O)N(c4ccc(F)cc4F)C(=O)[C@@H]3CC[C@@H]12 | ? | 6.1%[15.3 µM]
COC(=O)[C@H]1C[C@@H]1[C@H](NC(C)=O)c1ccccc1 | ? | 4.3%
COC(=O)[C@@]1(Cc2ccc(OC)cc2)[C@H]2c3cc(C(=O)N4CCCC4)n(CCc4ccc(O)c(OC)c4)c3C[C@H]2CN1C(=O)c1ccccc1 | -1.9% | 9.5%
